TR-FRET SRC-2 ct: TR-FRET signal artefacts, primary screen, artefact control for PPARgamma SRC-2 agonist project, biochemical; TR-FRET artefact counter-screen; active compounds read high; TR-FRET ratio at 8 µM; actives 0.4% (n = 200,000); AID 1049, 2008; in the data active = TR-FRET ratio above about 2000; note: inactives centre near 1500
PPARg SRC1 recr: PPARgamma agonists recruiting SRC-1 coactivator, primary screen, biochemical. PPARgamma-SRC-1 coactivator recruitment biochemical assay. Peroxisome proliferator-activated receptor gamma (Homo sapiens), P37231. actives 0.41% (n = 200,000). activation, % at 8 µM. AID 631, 2007; in the data active = activation above about 19%;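 note: 0% = DMSO and 100% = reference agonist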
PPARg SRC-2 ag: agonists of PPARg-SRC-2 recruitment, primary screen, biochemical, HTS; Peroxisome proliferator-activated receptor gamma (Homo sapiens), P37231; PPARgamma LBD-SRC-2 recruitment; activation, % at 8 µM; actives 0.34% (n = 200,000); AID 1032, 2008; in the data active = activation above about 22%;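 note: 0% = vehicle and 100% = reference agonist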
STAT3 inh: IL-6 driven STAT3 reporter inhibitors, primary screen, U3A cells, luciferase, luminescence, MLSCN library | actives 0.89% (n = 190,000) | AID 862, 2007 | IL-6 STAT3-luciferase reporter; host cell line lacks STAT1 | inhibition, % at 5.5 µM;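 active = inhibition above the mean inhibition across all screened compounds plus 3 SD, cut at about 44% in these data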;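 note: 0% = DMSO only wells and 100% = 100 µM nifuroxazide control wells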
RAM network inh: inhibitors of the yeast RAM network, primary screen, dse1pr::URA3 reporter, 5-FOA selection; actives 1.8% (n = 190,000); S. cerevisiae dse1pr::URA3 reporter, 5-FOA growth OD615, 2 d; analog-sensitive cbk1-as2 kinase mutant strain; inhibition, % at 50 µM;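 active = inhibition above a set limit, 3 SD over mean compound inhibition, cut at about 8.4% in these data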;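 note: 0% = DMSO-only wells with no growth and 100% = 10 µM 1-NA-PP1 full growth; inhibition rescues growth on 5-FOA so higher OD means more RAM inhibition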
PPARg SRC-3 ag: PPARgamma agonists recruiting SRC-3 coactivator, primary screen, biochemical; Peroxisome proliferator-activated receptor gamma (Homo sapiens), P37231; biochemical PPARgamma/SRC-3 coactivator recruitment assay; activation, % at 8 µM; actives 0.26% (n = 200,000); in the data active = activation above about 23%;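 note: 0% = DMSO and 100% = reference agonist; some compounds past the cut are filed as inactive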
S1P3 antag: S1P3 receptor antagonists, primary screen, cell-based | inhibition, % at 4.98 µM | actives 0.27% (n = 170,000) | CHO S1P3 NFAT-BLA reporter, FRET fluorescence, antagonist mode;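 active = inhibition above the plate cutoff, the mean inhibition of test wells on that plate plus 3 SD, cut at about 28% in these data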;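 note: cells challenged with S1P at its EC80 of 0.8 µM; blue over green emission ratio from cleaved BLA substrate after 4 h stimulation; 0% = S1P-stimulated wells and 100% = unstimulated DMSO-only wells; some compounds past the cut are filed as inactive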
Target sequence (Q99500 whole entry, looked up): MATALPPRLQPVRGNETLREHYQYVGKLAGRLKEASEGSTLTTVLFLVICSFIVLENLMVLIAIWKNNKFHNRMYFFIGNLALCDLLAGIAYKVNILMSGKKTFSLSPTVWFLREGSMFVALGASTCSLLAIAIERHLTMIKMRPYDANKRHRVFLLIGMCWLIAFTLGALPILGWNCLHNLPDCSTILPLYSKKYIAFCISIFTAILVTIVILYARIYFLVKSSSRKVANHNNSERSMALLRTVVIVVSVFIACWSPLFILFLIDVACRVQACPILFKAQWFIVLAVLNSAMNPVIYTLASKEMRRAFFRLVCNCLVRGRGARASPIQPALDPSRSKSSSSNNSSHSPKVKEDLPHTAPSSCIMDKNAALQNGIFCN
ROMK primary: ROMK potassium channel modulators, primary screen, cell-based, thallium flux, MLSMR library; ATP-sensitive inward rectifier potassium channel 1 (Homo sapiens), P48048; Tet-inducible ROMK, thallium flux fluorescence; actives lie on both sides; B-score at 10 µM; actives 2% (n = 130,000); AID 1918, 2009;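 active = signal ratio slope over the read window, or its plate-corrected B-score, at least 3 SD from the plate mean, either direction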;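 note: B-score of the F/F0 ratio slope over 7 to 12 s after thallium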
Target sequence (P48048 whole entry, looked up): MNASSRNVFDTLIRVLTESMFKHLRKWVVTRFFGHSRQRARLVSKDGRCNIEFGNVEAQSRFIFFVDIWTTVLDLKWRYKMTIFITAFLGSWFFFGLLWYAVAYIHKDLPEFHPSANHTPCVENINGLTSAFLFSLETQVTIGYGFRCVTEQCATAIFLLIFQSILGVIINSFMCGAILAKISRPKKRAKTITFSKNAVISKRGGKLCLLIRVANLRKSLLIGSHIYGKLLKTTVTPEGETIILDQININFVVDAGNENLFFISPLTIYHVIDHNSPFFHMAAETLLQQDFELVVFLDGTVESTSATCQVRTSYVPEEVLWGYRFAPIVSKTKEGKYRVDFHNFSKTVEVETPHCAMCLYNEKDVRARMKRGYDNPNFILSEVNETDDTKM
STAT3 act: IL-6 driven STAT3 reporter potentiators, primary screen, U3A cells, luciferase, luminescence, MLSCN library. actives 0.91% (n = 190,000). activation (% of control), % at 5.6 µM. IL-6 STAT3-luciferase reporter; 100% = signal with IL-6 EC80 alone;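 active = activation above the screen-wide mean of compound activation plus 3 SD, cut at about 130% in these data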;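 note: 0% = background luminescence of wells with medium and substrate only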
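system = STAT3-luciferase reporter U3A cells | reagent = IL-6 stimulus at 33 ng/mL final | timing = 1 h compound pre-exposure, 6 h IL-6 stimulation, 37 °C | measured by = luminescence | evaluation = % activation versus median of IL-6-stimulated wells | control set = IL-6-only wells as 100% reference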
TLR4 MyD88 comp: inhibitors of TLR4-MyD88 association in cells, primary screen, cell-based, HeLa CL3-4, BLA complementation, FRET ratio | AID 861, 2007 | actives 0.18% (n = 200,000) | inhibition, % at 8.4 µM | HeLa CL3-4 TLR4/MyD88 BLA complementation | Toll-like receptor 4 (Homo sapiens) + Myeloid differentiation primary response protein …; in the data active = inhibition above about 25%;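 note: 0% = vehicle and 100% = reference inhibitor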
STAT1 blocker: STAT1 signaling inhibitors, primary screen, cell-based, HTS, luciferase reporter; inhibition, % at 5.5 µM; actives 0.35% (n = 200,000); NIH 3T3 STAT1-luciferase reporter, IFN-gamma, luminescence;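 active = inhibition above a set limit, the mean inhibition across all tested compounds plus 3 SD, cut at about 34% in these data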;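 note: 0% = IFN-gamma with DMSO and 100% = IFN-gamma with 300 µM nifuroxazide; values of inactives mirror those of a sister screen read the other way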
* hit, by the source's call; · = not tested or not shown.

SMILES	TR-FRET SRC-2 ct	PPARg SRC1 recr	PPARg SRC-2 ag	STAT3 inh	RAM network inh	PPARg SRC-3 ag	S1P3 antag	ROMK primary	STAT3 act	TLR4 MyD88 comp	STAT1 blocker
O=C(NCCC1=CCCCC1)C1CCC(CNS(=O)(=O)c2ccccc2)CC1 (stereo unspecified)	1649	1	6	-1	3.3	0	-16	0.07	104	-1	5
CC(=O)n1nc(-c2cccc(C)c2)nc1SCC(=O)Nc1ccccc1	1465	-3	-1	3	4.8	9	·	·	106	10	2
COC(=O)CC(NS(=O)(=O)c1cccs1)c1cccc2ccccc12 (stereo unspecified)	1517	-4	-6	8	-0.1	0	·	·	98	1	0
COc1ccc(/C=C2\CCCc3c2nc2ccccc2c3C(=O)OCC(=O)c2c(N)n(C)c(=O)n(C)c2=O)cc1	1668	5	-8	2	3.2	1	-6	0.55	102	3	-1
COc1ccccc1NC(=O)CCC(=O)O	1615	0	2	-1	1.8	0	20	0.51	103	-10	6
CC(Oc1cccc(NC(=O)c2cccs2)c1)C(=O)c1ccccc1 (stereo unspecified)	1607	8	6	12	6.2	3	-14	-0.092	98	-3	11
CC1CC(=O)c2cnc(NCc3ccco3)nc2C1 (stereo unspecified)	1498	4	-2	3	-0.5	-7	3	·	102	5	-9
Cc1cccc(OCCCC(=O)Nc2ccc(S(N)(=O)=O)cc2)c1C	1350	-2	-12	-2	2.5	3	-4	1.4	99	-1	2
CN(C(=O)CSc1nnc(-c2cccnc2)n1-c1ccccc1F)C1CCS(=O)(=O)C1 (stereo unspecified)	1554	3	-8	-3	0.4	-4	-6	-0.25	104	-5	-3
NC(=O)CSc1nnc(Cc2ccc3c(c2)OCO3)o1	1700	9	20	2	0.8	2	-5	-0.0081	102	11	1
CN(C)CCOc1cccc(Cl)c1	1597	-1	1	4	0.7	3	-6	0.45	96	-1	7
COc1ccc(NC(=O)c2cccnc2SC)cc1S(=O)(=O)N1CCCCC1	1428	-4	-3	-12	3.6	-8	0	·	106	0	2
CC1(C)CC(=O)N(Cc2ccccc2)C(=O)C1	1615	-1	3	2	1.9	4	-12	0.61	98	-1	-1
O=C(Cn1[nH]c(=O)c2ccccc2c1=O)Nc1ccc(-c2nnc3n2CCCCC3)cc1	1490	-1	4	-9	1.5	-4	·	1.1	106	-3	1
CS(=O)(=O)N1CCC(C(=O)N2CCc3ccccc3C2)CC1	1702	-1	6	4	1.1	-8	-20	·	100	-6	5
CCOC(=O)c1ccc(NC(=O)c2ccccc2N(C)S(=O)(=O)c2ccccc2)cc1	1589	6	2	5	4.6	-2	4	·	92	-15	10
COc1ccc(COC(=O)Nc2cn(C)nc2C(F)(F)F)cc1	1675	-3	-5	16	0.2	4	4	-0.02	94	-11	-9
COc1ccc(-n2c(COc3cccc(C)c3)nnc2SCC(=O)NCc2ccco2)cc1	1438	-9	-5	-10	-0.3	-8	-17	·	112	8	0
O=C(NCCCl)Nc1cccnc1Cl	1440	4	-2	-5	1.3	-5	-4	-0.15	106	10	8
CS(=O)(=O)N1CCC(C(=O)Nc2ccc(F)cc2F)CC1	1394	-2	-4	2	3.0	-9	12	·	102	0	3
Cc1cccc(NCN2C(=O)c3ccncc3C2=O)n1	1699	4	3	1	0.9	-11	-4	·	102	-6	-5
COc1ccc(CCN(C)C(=O)C2CCN(Cc3ccccc3)CC2)cc1OC	1684	4	2	0	-0.5	3	5	0.45	102	-7	2
Cc1c(C)n(C(=O)CSc2ncn[nH]2)c2ccccc12	1580	5	1	19	2.1	13	-9	-0.65	87	9	4
CCN(C(=O)COc1cc(=O)n(CC)c2ccccc12)c1cccc(Cl)c1	1392	5	4	16	1.1	-5	-2	·	91	-9	4
COc1cc(NC(=O)CCC(=O)O)nc(OC)n1	1610	0	-1	11	-0.3	-2	·	0.0015	96	-1	14
Additional entries:
SMILES	TR-FRET SRC-2 ct	PPARg SRC1 recr	PPARg SRC-2 ag	STAT3 inh	RAM network inh	PPARg SRC-3 ag	S1P3 antag	ROMK primary	STAT3 act	TLR4 MyD88 comp	STAT1 blocker
COC(=O)c1cccc(NC(=O)COC(=O)CSc2nc(C)cc(C)n2)c1	1505	5	-3	-2	3.1	7	·	·	105	11	-9
Cc1ccc(S(=O)(=O)N2CCN(CC(=O)N/N=C\C(Cl)=C\c3ccccc3)CC2)cc1	1632	4	11	4	4.0	-3	-2	0.018	100	-6	-2
CCOC(=O)Cn1c(S(=O)(=O)Cc2ccc(F)cc2)nc(-c2ccccc2)c1-c1ccccc1	1718	1	9	-2	4.0	8	·	·	106	-3	-7
O=C(NC(=S)N1CCN(c2ccc([N+](=O)[O-])cc2)CC1)c1ccccc1Cl	1651	8	-3	7	8.2	0	-8	1.1	98	-10	-1
COCC(C)n1c(=O)sc2ccccc2c1=O (stereo unspecified)	1447	0	1	-9	-0.5	-6	-12	-0.23	109	0	-4
COc1cccc(-c2nc3ccccc3s2)c1	1570	4	1	-1	-0.8	13	·	-0.26	101	1	-45
O=C(NCCc1c[nH]c2ccccc12)/C(=C/c1cccnc1)NC(=O)c1cccs1	1683	1	3	6	1.5	2	-3	0.026	101	4	-6
CCOC(=O)c1c(C)[nH]c(C)c1C(=O)CSc1nnc(-c2ccco2)n1Cc1ccccc1	1653	-4	-1	0	1.7	2	-3	·	103	-4	5
Nc1n[nH]c2c1C1(CCCCC1)Cc1ccccc1-2	1533	0	0	19	0.5	-5	-14	·	89	5	4
COc1ccc(CNC(=O)C2CCCN2S(=O)(=O)c2ccc(S(=O)(=O)N(C)C)cc2)cc1 (stereo unspecified)	1707	3	4	14	2.8	2	-13	-0.29	93	5	6
COc1cccc(OC)c1OCCCOc1ccc(C)cc1Br	1474	-3	-7	-9	-0.8	0	8	·	106	1	-6
Cc1ccc(S(=O)(=O)n2c([N+](=O)[O-])cnc2C)c(C)c1C	1359	7	1	26	0.0	4	-1	0.63	81	-1	-2
C/C(CC(=O)NCc1ccco1)=N\NC(=O)CC#N	1599	-5	5	2	1.6	7	-17	0.1	104	3	1
Cc1ccc(S(=O)(=O)NC2CCC(C(=O)O)CC2)cc1 (stereo unspecified)	1426	0	5	14	-0.1	3	·	-0.69	93	11	-6
O=C(c1cccs1)N1CCN(S(=O)(=O)c2cccs2)CC1	1422	-3	-9	-2	0.2	4	-7	0.43	102	2	-1
CCOC(=O)c1c(Nc2ccccc2)sc(/C=C2\C=Nc3ccccc32)c1O	1363	-4	0	1	6.0	9	·	-0.68	97	-5	-7
Clc1cccc(-c2ccc(C=Nc3ccc(N4CCOCC4)cc3)o2)c1Cl	2206*	24*	27*	1	1.9	20	-9	1.3	102	-13	4
Cc1cc(C(=O)NCCC(c2ccccc2)c2ccccc2)c(C)o1	1326	-5	-6	5	5.0	-9	·	0.058	101	3	-7
CC(=O)NC(Cc1ccccc1)c1ccc2c(c1)OCCCO2 (stereo unspecified)	1400	5	-5	11	1.3	1	2	0.0059	94	7	-1
CCOC(=O)CN(C(=O)CSc1nnc(C)n1-c1ccccc1)c1ccccc1	1660	11	21	15	3.5	8	-51	·	96	-4	-2
O=C(NC(=S)NCCN1CCOCC1)c1ccccc1Cl	1407	1	3	8	1.1	8	·	·	97	-10	3
O=c1[nH]c(C2C3CC4CC(C3)CC2C4)nc2ccccc12 (stereo unspecified)	1531	5	5	-8	2.4	3	-3	-0.015	107	3	-2
Cc1ccc(CNC(=O)Cn2cc(C(F)(F)F)ccc2=O)cc1	1765	8	8	-5	0.5	3	-9	-0.51	102	-9	5
C/C(=N\N=C1\NC(=O)CC(C(=O)O)S1)c1cccs1 (stereo unspecified)	1727	0	6	2	-0.4	10	·	·	103	-10	5
Cc1ccc(-n2ncc3c(=O)n(CC(=O)N4CCN(c5ccccc5)CC4)cnc32)cc1C	1414	-10	-1	6	5.1	-3	1	-0.37	101	2	0
NC(=O)NOCc1ccccc1F	1723	4	4	12	0.4	8	-28	0.74	93	7	-5
Cn1ncc([N+](=O)[O-])c1C(=O)n1nnc2ccccc21	1391	0	6	26	0.1	1	-3	1.4	85	1	-1

Screening data (PubChem BioAssay)
